ARFGAP1 inh: inhibits rat ARF GTPase activating protein 1; Arfgap1-stimulated ARF1 GTP hydrolysis, GDP FP detection; inhibition, % at 16.5 µM; actives 0.26% (n = 360,000); AID 651572;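 active means inhibition above a per-plate limit, mean inhibition of low control wells plus 3 SD, cut at about 25% in these data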;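 further: 0% = DMSO wells with enzyme and 100% = wells lacking Arfgap1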
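Replicates: Single well per compound | Assay system: Truncated rat Arfgap1 GAP domain | Control set: No-Arfgap1 wells (100%) versus DMSO full-reaction wells (0%) | Times: Enzyme reaction 120 min at 25 °C after 20 min preincubation | Reagent: Human ARF1(Δ1-17)-GTP substrate | Measured by: Tracer-displacement fluorescence polarization with EDTA stop, 620/688 nm | Measure: Percent inhibition of Arfgap1-stimulated GTP hydrolysis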
ADAM17 inh: ADAM17 inhibition, QFRET primary screen. P78536. recombinant ADAM17, EDANS/DABCYL FRET peptide cleavage. inhibition, % at 6.95 µM. actives 0.83% (n = 370,000);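 active means inhibition above the mean of compounds lying between control limits plus 3 SD, set per campaign, cut at about 8.5% in these data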;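 further: 0% = DMSO-only wells as the low control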
PLCb3 inh: blocks human PLC-beta3 enzyme activity; Purified PLC-beta3, fluorogenic substrate, fluorescence; inhibition, % at 12.2 µM; Q01970; actives 0.18% (n = 370,000); AID 720704; in the data active means inhibition above about 11%;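 further: 0% = median of compound wells on plate and 100% = full blocker control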
ASAP1 inh: ASAP1 ArfGAP inhibition | ASAP1-stimulated ARF1 GTP hydrolysis, GDP FP detection | actives 0.19% (n = 360,000) | inhibition, % at 16.5 µM | AID 624377 | Q9ULH1; in the data active means inhibition above about 25%;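 further: 0% = vehicle with enzyme and substrate and 100% = no enzyme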
UHRF1 binding: human UHRF1 methylated DNA binding inhibitors. Q96T88. inhibition, % at 4.4 µM. AID 687016. UHRF1 binding to methylated oligo, TR-FRET. actives 0.75% (n = 370,000); in the data active means inhibition above about 21%;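 further: UHRF1 SRA domain binding a hemimethylated CpG hairpin DNA probe; 0% = median of test compound wells and 100% = reference inhibitor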
Target sequence (Q96T88 whole entry, looked up, the tested form may be a part): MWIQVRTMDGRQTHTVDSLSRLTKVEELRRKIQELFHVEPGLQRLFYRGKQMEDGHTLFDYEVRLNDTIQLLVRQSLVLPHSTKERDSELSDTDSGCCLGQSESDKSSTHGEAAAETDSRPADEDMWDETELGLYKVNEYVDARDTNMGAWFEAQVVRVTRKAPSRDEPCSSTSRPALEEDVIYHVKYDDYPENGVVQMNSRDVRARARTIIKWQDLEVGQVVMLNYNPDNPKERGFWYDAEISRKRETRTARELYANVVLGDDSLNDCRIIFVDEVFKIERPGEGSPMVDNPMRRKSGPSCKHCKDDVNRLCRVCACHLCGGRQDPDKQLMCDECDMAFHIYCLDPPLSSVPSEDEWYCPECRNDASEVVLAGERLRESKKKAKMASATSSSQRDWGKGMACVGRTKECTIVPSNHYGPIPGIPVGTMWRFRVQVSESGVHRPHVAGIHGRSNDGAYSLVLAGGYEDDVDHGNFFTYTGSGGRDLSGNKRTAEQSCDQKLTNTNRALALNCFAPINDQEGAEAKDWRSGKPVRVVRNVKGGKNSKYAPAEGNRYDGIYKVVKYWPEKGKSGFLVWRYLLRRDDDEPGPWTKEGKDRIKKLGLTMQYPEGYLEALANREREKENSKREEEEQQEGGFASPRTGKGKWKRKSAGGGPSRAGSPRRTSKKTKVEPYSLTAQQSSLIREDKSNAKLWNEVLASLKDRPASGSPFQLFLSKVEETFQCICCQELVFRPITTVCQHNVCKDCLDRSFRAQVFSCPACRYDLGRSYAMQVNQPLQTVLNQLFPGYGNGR
KLK7 zymogen act: proKLK7 (human) activation, primary screen; P49862; purified proKLK7, EDANS-DABCYL substrate fluorescence; 100% is mature enzyme control, 0% vehicle; activation, % at 7 µM; actives 0.9% (n = 370,000); AID 652039;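 active means activation above the mean of all tested compounds plus 3 SD, computed per campaign excluding outliers beyond control limits, cut at about 13% in these data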
Target sequence (P49862 whole entry, looked up): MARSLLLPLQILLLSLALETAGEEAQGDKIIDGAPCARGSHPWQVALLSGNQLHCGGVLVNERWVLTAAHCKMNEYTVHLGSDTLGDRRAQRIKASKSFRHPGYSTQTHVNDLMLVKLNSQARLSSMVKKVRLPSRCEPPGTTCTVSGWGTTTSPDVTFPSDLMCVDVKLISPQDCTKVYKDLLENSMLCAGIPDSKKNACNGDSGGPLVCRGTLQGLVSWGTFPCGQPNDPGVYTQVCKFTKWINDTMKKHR
PLC-gamma1 inh: inhibitors of human phospholipase C gamma1 | purified PLC-gamma1, fluorogenic substrate, fluorescence | inhibition, % at 12.2 µM | actives 0.84% (n = 370,000) | AID 720700; in the data active means inhibition above about 9.5%
DDE Tn7 FP inh: disrupts Tn7 cyclic peptide binding to fibrin D-Dimer-E complex. P02675. actives 0.13% (n = 370,000). inhibition, % at 8.3 µM. FP displacement of FITC-Tn7 peptide from fibrin DD(E); 0% = median of compound wells per plate;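 active means inhibition above the mean of compounds falling within the control limits plus 3 SD of them, cut at about 14% in these data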;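 further: 0% = plate median of compound wells and 100% = 10 µM Aha-Tn7 peptide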
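Assay system: Human clot-derived fibrin DD(E) complex | Buffer or medium: Tris/NaCl/CaCl2 buffer, pH 7.8 | Repeats: One replicate per compound | Benchmarks: Aha-Tn7 high control | Measure: % inhibition scaled between sample-field median and high-control FP | Schedule: 10 min plus 3 h, room temperature | Signal: Fluorescence polarization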
MBD2 inh: inhibitors of human MBD2 binding to methylated oligonucleotide. Q9UBB5. TR-FRET. inhibition, % at 4.4 µM. actives 0.31% (n = 370,000). AID 686964; in the data active means inhibition above about 13%
Tn6 DDE FP: disrupts Tn6 cyclic peptide binding to fibrin D-Dimer-E complex. actives 0.21% (n = 370,000). Fibrin DD(E) TRITC-Tn6 fluorescence polarization displacement. AID 720509. inhibition, % at 8.3 µM;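 active means inhibition above a per-campaign cutoff: mean of compounds within control limits plus 3 SD, cut at about 15% in these data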;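 further: 0% = median of all compound wells on the plate and 100% = blocking peptide control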
The depositor's hits bear a star; i = inactive; x = not tested or not shown. Rows are unselected; 4.1% or so of the library scored in one or more.

SMILES	ARFGAP1 inh	ADAM17 inh	PLCb3 inh	ASAP1 inh	UHRF1 binding	KLK7 zymogen act	PLC-gamma1 inh	DDE Tn7 FP inh	MBD2 inh	Tn6 DDE FP
COc1cc(OC)c(N(C)S(=O)(=O)c2cccc(C(=O)OCc3c(C)noc3C)c2)cc1Cl	-2	4	-2	11	0	-0.3	1	4	3	3
Cc1ccccc1C(=O)Nc1cccc(C(=O)N/N=C/c2ccccn2)c1	3	1	0	2	-1	-0.6	-1	-2	-2	1
COC(=O)/C=C1\SC(=Nc2ccc(Cl)c(Cl)c2)NC1=O	-14	1	3	-9	0	0.4	0	0	-3	-7
COc1ccc(-c2nc(CS(=O)(=O)CC(=O)NCc3ccccc3OC)c(C)o2)cc1	0	-2	-5	-9	1	0.6	-2	-6	-5	1
CCn1c(SCC(=O)N2CCCC2)nc2c1c(=O)n(C)c(=O)n2C	3	-5	-3	-8	3	0.6	1	-3	4	4
COCCN(C(=O)Cc1cccs1)C(C(=O)NCc1ccc(OC)cc1)c1ccc(C(C)C)cc1 (stereo unspecified)	7	-2	-2	-9	0	-0.3	0	4	-1	8
Cc1ccc(-c2cc(C(=O)NCc3ccc4c(c3)OCO4)no2)cc1	-7	2	-2	-1	-2	-0.1	-1	13	-6	-5
COC(=O)[C@@]1(Cc2ccccc2)[C@H]2C(=O)N(C)C(=O)[C@H]2[C@H]2CN=C(SCC3CC3)N21	0	-2	3	14	1	-0.2	1	-2	-1	5
C=CCC1NS(=O)(=O)OC(CCc2ccccc2)C1O (stereo unspecified)	0	-4	-2	0	-2	0.7	-1	1	3	-4
CCOc1cc(/C=C(/C#N)c2ccc(Cl)cc2)cc(Cl)c1OCC(=O)O	-2	-6	-13	-7	1	0.4	-10	3	0	-3
Cc1ccc2c(c1)sc[n+]2Cc1ccccc1	4	-4	-1	0	-5	0.5	-1	0	-3	-6
CCCn1nc(C(=O)Nc2ccc(-n3cnnn3)cc2)c2ccccc2c1=O	-6	-5	-3	-2	-2	0.2	3	0	1	-2
CCCNC(=O)C1(C)CCN1C(=O)Cc1ccc(C(C)C)cc1 (stereo unspecified)	0	1	2	-11	0	0.1	2	-10	-2	3
CCNC(=O)CN1C(=O)NC2(CCOc3ccccc32)C1=O (stereo unspecified)	10	-4	-5	-1	1	-0.2	-3	5	4	3
O=C1CCCN1CCNC(=S)Nc1ccccc1	-4	-6	0	-14	-5	-0.1	0	-5	-1	0
CN1C2C=C(N(CCc3ccccc3)C(=O)c3ccc(Cl)cc3)CC1CC2 (stereo unspecified)	3	-4	4	2	-2	0.6	1	3	-6	-1
O=C(NC1CCS(=O)(=O)C1)c1ccc(S(=O)(=O)NCC2CCCO2)cc1 (stereo unspecified)	6	-4	6	2	7	0.9	9	1	3	-8
COc1ccc(-c2c(C(F)(F)F)oc3c(CN4CCN(C)CC4)c(O)ccc3c2=O)cc1	-5	-11	-143	4	0	9.8	-111	-1	1	2
Cc1ccc([C@@H]2[C@@H]3C(=O)N(C)C(=O)[C@@H]3[C@]3(C)C(=O)N(Cc4ccc(-c5ccccc5)cc4)CC(=O)N23)o1	-7	-3	-6	-13	1	0.0	1	-4	2	1
CC(=O)Nc1ccc(S(=O)(=O)n2nc(C)cc2C)cc1	3	1	-9	-4	10	-0.2	0	2	0	4
CCn1c(SCC(=O)N/N=C/c2c[nH]c3ccccc23)nnc1-c1ccc(C(C)(C)C)cc1	4	5	-1	-15	-4	0.8	1	-1	-6	-3
Nc1ccc2cc3[nH]c4cc(N)ccc4c3nc2c1	46*	-317	i	11	i	86*	i	-9	-96	-11
Cc1cccc(N(O)C(=O)Nc2cccc(Cl)c2)c1	-7	-2	-5	-8	-3	0.3	0	-4	-1	5
COc1cccc(C=C2Cc3ccccc3C2=O)c1	-7	-4	-137	-13	-4	-1.1	-101	-2	-1	2
COc1ccc(CCNC(=O)C(=O)c2cn(CC(=O)N3CCOCC3)c3ccccc23)cc1	-8	3	-4	7	-4	0.1	3	-6	-7	4
SMILES	ARFGAP1 inh	ADAM17 inh	PLCb3 inh	ASAP1 inh	UHRF1 binding	KLK7 zymogen act	PLC-gamma1 inh	DDE Tn7 FP inh	MBD2 inh	Tn6 DDE FP
COc1ccc(CNC(=O)c2c(O)c3ccccc3n(C)c2=O)cc1	8	-1	3	20	1	-0.1	0	-7	-4	-5
COc1ccc(C2C(Oc3ccccc3)C(=O)N2c2cc(C)ccc2C)cc1OC (stereo unspecified)	-3	1	3	14	1	0.3	3	1	-3	1
Cc1ccccc1-n1ncc2c1CC(C)(C)CC2NC(=O)CCN1CCCCC1=O (stereo unspecified)	-7	-4	-4	8	1	-0.3	-2	-5	5	3
COc1ccc(NC(=O)C2COc3ccccc3O2)cc1 (stereo unspecified)	-7	0	-8	-8	-1	-0.8	-2	6	0	2
O=S(=O)(c1ccc(N2CCN(CCO)CC2)nc1)N1CCOCC1	5	0	-4	8	-3	0.6	-3	-6	1	0
S=C(Nc1ccccc1)Nc1nc2ccccc2n1CCOc1ccc(Cl)cc1	3	2	0	-11	-7	-0.4	2	1	-1	8
COCCNC(=O)CSc1nc2cc(OC)c(OC)cc2c(=O)n1CCc1ccc(S(N)(=O)=O)cc1	0	0	4	-12	1	0.0	2	-3	4	-1
COc1cccc(NC(=O)CN(C)C(C)C(=O)Nc2ccc(S(=O)(=O)N3CCCC3)cc2)c1 (stereo unspecified)	-3	0	-9	14	1	-0.3	6	-7	5	4
OCc1cccc[n+]1Cc1ccccc1	2	0	-5	-3	6	-0.7	-2	3	0	4
CCN(CC(=O)Nc1ccc(NC(C)=O)cc1)C(=O)/C=C/c1ccc2c(c1)OCO2	0	-50	-60	7	0	4.3	-61	-8	1	-5
Nc1c(C(=O)N2CCN(CCc3ccccc3)CC2)cnn1-c1ccccc1	x	-2	1	x	-1	0.3	-1	6	-3	2
Cc1ccc(Cn2ccc(=O)c(OCc3c(Cl)cccc3Cl)c2C)cc1	2	11*	-2	5	2	0.3	2	-6	-6	-15
O=C(CSC1CCCCC1)Nc1ccccc1Br	-3	-3	2	7	5	-0.1	0	5	5	-9
CC(=O)C1=C(O)C(=O)N(c2ccccn2)C1c1ccc(Cl)cc1 (stereo unspecified)	2	-6	-42	-12	0	1.1	-32	4	5	12
COCCNC(=O)C1(C)CCCN(C(=O)CCc2ccccc2)C1 (stereo unspecified)	-6	0	5	11	0	-0.5	0	1	-2	2
O=C(CSc1nccn1Cc1ccccc1)Nc1nccs1	6	-2	1	-1	-2	0.0	-2	4	-4	0
O=C(CN1CCN(c2ccccc2F)CC1)Nc1nnc(C(F)(F)F)s1	15	-1	-2	-3	-1	-0.2	1	7	-6	-2
Cc1cc([N+](=O)[O-])nn1Cc1c(F)c(F)c(F)c(F)c1F	-3	-3	3	16	-2	0.0	-1	0	0	-4
Cc1ccnc(NC(=O)CCC(=O)N(CC(=O)NC2CCCCC2)Cc2ccccc2)c1	-7	0	2	-4	0	-0.8	2	-5	-5	-1
O=S(=O)(Nc1cccc(-c2ccc3nncn3n2)c1)c1cccc(F)c1	7	-3	-4	10	-2	-0.1	0	-1	4	-2
O=C(Nc1ccc([N+](=O)[O-])cn1)c1ccc(Br)o1	-3	-2	3	-2	10	-0.5	3	-2	-4	-3
COC(=O)c1cc(C(=O)NNC(=O)c2ccc3c(c2)OCO3)cc([N+](=O)[O-])c1	-7	0	-5	2	-5	-1.7	1	-1	-1	1
NC(=O)C1CCN(C(=O)/C=C/c2ccccc2[N+](=O)[O-])CC1	0	-4	-1	14	-4	0.4	5	-3	2	-1
COc1ccc(N(C)S(=O)(=O)c2cccc(C(=O)NC3CCCC3)c2)cc1	-2	-6	-6	-2	6	0.5	1	-8	-4	1
O=C(NC1CCCCC1)C(c1cccnc1)N(CCc1ccccc1)C(=O)Cc1cccs1 (stereo unspecified)	-16	-2	1	-21	2	0.5	0	-2	1	-2

Some of the entries so far, comma-delimited:
Compound,ARFGAP1 inh,ADAM17 inh,PLCb3 inh,ASAP1 inh,UHRF1 binding,KLK7 zymogen act,PLC-gamma1 inh,DDE Tn7 FP inh,MBD2 inh,Tn6 DDE FP
CCCNC(=O)C1(C)CCN1C(=O)Cc1ccc(C(C)C)cc1 (stereo unspecified),0,1,2,-11,0,0.1,2,-10,-2,3
COc1ccc(N(C)S(=O)(=O)c2cccc(C(=O)NC3CCCC3)c2)cc1,-2,-6,-6,-2,6,0.5,1,-8,-4,1
Cc1cc([N+](=O)[O-])nn1Cc1c(F)c(F)c(F)c(F)c1F,-3,-3,3,16,-2,0.0,-1,0,0,-4

New compounds follow:
SMILES	ARFGAP1 inh	ADAM17 inh	PLCb3 inh	ASAP1 inh	UHRF1 binding	KLK7 zymogen act	PLC-gamma1 inh	DDE Tn7 FP inh	MBD2 inh	Tn6 DDE FP
CCOC(=O)N1CCC(Nc2cc(C)nc3c(-c4ccccc4OC)c(C)nn23)CC1	2	-2	-42	3	1	2.4	-32	-5	-1	1
Cc1cc(C)c(C(=O)Nn2c(C)nc3ccccc3c2=O)cc1C	16	-4	-5	-1	1	0.4	3	2	1	0
CN(C(=O)/C=C/c1ccc([N+](=O)[O-])s1)c1ccccc1	0	-1	-10	3	0	0.0	-9	1	0	-5
C=CCCCCCCCCc1nc(SCC(C)=O)n[nH]1	5	1	-5	-4	-2	0.2	1	3	-3	10
COc1ccc(C(=O)NCC(=O)N2CCN(C(=O)c3ccco3)CC2)cc1	8	-1	-4	-1	0	-0.2	-2	0	4	1
CC1CC(C)(C)NC(=S)N1CCC(=O)N1CCN(Cc2ccccc2)CC1 (stereo unspecified)	9	-1	-14	-10	5	-0.1	6	-7	-2	3
CC(C)(C)NC(=O)CN(C(=O)C(=O)Nc1ccc2c(c1)OCCO2)N1CCOCC1	5	-3	1	3	1	0.6	-1	3	1	2
COCC(=O)NC1CC(C)(C)Cc2c1cnn2-c1ccc(F)cc1 (stereo unspecified)	11	-3	-6	6	-2	0.3	0	2	1	10
COCCOc1ccc(C(F)(F)F)cc1NC(=O)CN1C(=O)NC2(CCc3ccccc32)C1=O (stereo unspecified)	-5	-1	-2	1	3	-0.2	5	-1	5	-5
C/[N+]([O-])=C\c1coc2ccccc2c1=O	14	1	2	-9	-2	0.2	0	1	0	4
CCOC(=O)[C@@H]1[C@H]2COc3ccccc3[C@H]2N2C(=O)N(c3cccc(Cl)c3)C(=O)[C@]12C	10	2	3	-13	0	-0.3	2	-6	-4	-12
O=C(OCC(=O)N1CCN(c2ccccc2)CC1)c1nc(Cl)ccc1Cl	-12	-6	-9	-8	-1	0.0	1	12	0	-1
O=C(NCC1CCCO1)c1ccc(NC(=O)C2CC=CCC2C(=O)O)cc1 (stereo unspecified)	1	0	3	5	4	-0.8	3	-2	-4	-3
CCN(CCO)C(=O)c1ccc2nc(Cc3ccc(OC)cc3)oc2c1	10	1	-5	1	-1	-0.2	-3	-1	-4	0
Cc1c(NS(=O)(=O)c2cc(C(=O)OCC(=O)c3ccccc3F)ccc2Cl)c(=O)n(-c2ccccc2)n1C	-4	-5	2	-6	0	-0.6	1	7	3	-4

Source: PubChem
